High-throughput results as filed in PubChem.
Eya2 phos inh = blocks the phosphatase activity of human Eya2; Potency, µM (highest dose often 76.9 µM), for the others: at the top dose activity, negative = inhibition, usual class: inhibitors; actives 0.006% (n = 330,000); recombinant Eya2, OMFP fluorescence dephosphorylation (OMFP is methylfluorescein phosphate); O00167; AID 488837; note: potency is the fitted concentration of half-maximal effect; % is set by controls: 0 for no effect and ±100 for the full control effect
Target sequence (O00167 whole entry, looked up): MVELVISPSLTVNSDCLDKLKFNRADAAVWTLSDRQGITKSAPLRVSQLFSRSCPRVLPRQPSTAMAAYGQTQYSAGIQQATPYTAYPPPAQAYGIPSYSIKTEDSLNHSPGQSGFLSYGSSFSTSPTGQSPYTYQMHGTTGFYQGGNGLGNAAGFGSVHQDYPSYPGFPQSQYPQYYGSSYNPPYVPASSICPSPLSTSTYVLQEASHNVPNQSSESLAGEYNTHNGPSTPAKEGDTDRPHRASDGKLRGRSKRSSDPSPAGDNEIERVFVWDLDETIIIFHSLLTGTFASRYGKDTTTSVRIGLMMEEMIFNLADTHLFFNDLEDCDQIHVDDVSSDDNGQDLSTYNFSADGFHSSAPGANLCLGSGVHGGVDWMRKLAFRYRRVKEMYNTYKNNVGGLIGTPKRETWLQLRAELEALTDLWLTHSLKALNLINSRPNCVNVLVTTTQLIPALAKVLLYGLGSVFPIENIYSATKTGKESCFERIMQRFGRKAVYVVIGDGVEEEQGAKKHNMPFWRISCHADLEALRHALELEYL
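Eya2 protein (added as 0.2 uM solution) was preincubated with compound for 10 min at ambient temperature in 50 mM HEPES pH 7.5, 50 mM NaCl, 5 uM MgCl2, 0.05% BSA, 1 mM DTT. OMFP (added at 50 uM) then reacted 10 min; fluorescence read at 485/525 nm.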
TSHR antag = blocks TSH signaling through the human TSH receptor; P16473; TSHR-expressing cells, TSH-stimulated cAMP HTRF, 2 h; stronger effect = lower value; activity change, negative = inhibition, % at 11.5 µM; actives 0.2% (n = 330,000); AID 504810;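 active = activity change below a set negative limit, meaning inhibition stronger than a set level, cut at about -70% in these data; inconclusive = activity change between two set negative limits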; note: % is set by controls: 0 for no effect and ±100 for the full control effect
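Antagonism was scored as loss of TSH-driven cAMP in TSHR cells, stimulated with 4nM TSH (EC80) for 2 hours at 37 deg C and detected by homogeneous HTRF competition immunoassay.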
TSG101-PTAP inh = blocks PTAP/TSG101 interaction to inhibit HIV-1 budding; Q99816; Fluorescence polarization, FITC-PTAP peptide / Tsg101 binding; Potency, µM (highest dose often 115 µM), for the others: at the top dose activity change, negative = inhibition, most hits filed as inhibitors; 340,000 tested, under 10 active; active = well fitted inhibition curve with a large enough effect in the main read-out, with a control signal flat, not every such curve was filed as active; inconclusive = small, poorly fitted or top-dose-only effect, or effect the other way, or a change in a side signal; inactive = no such curve, though single readings can be large or run the other way; note: potency is the fitted concentration of half-maximal effect; % of control where 0% means no effect
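Tsg101 binding domain (10 uM final) was mixed with compound and a FITC-labeled PTAP peptide (50 nM final) in HEPES pH 7.5 buffer with NaCl, Tween 20, EDTA and TCEP; fluorescence polarization was read after 20 min at r.t.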
USP2a block = inhibitors of human ubiquitin-specific protease USP2a; O75604; Potency, µM (top dose mostly 38.3 µM), for the others: top-dose activity change, negative = inhibition, most hits filed as inhibitors; USP2 core, Ub-CHOP2 coupled fluorogenic reporter, 485/531; actives 0.01% (n = 330,000); AID 463254;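 note: potency is the fitted concentration of half-maximal effect; plate controls were DMSO wells for no effect and full inhibition by NEM control for full effect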
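Cell-free coupled assay: 10nM USP2 core preincubated 30min RT with compound in Tris-HCl pH 8.0/CaCl2/CHAPS buffer, then 25nM Ub-CHOP2 and 25nM reporter substrate; fluorescence (Ex 485/Em 531) read after 60min RT, normalized to NEM inhibition, concentration-response curves fitted.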
uPA surface inh = cell surface uPA generation inhibition; Potency, µM (highest dose often 38.3 µM), for inactives: at the highest dose activity change, negative = inhibition, actives largely listed as inhibitors; cell surface uPA generation assay, qHTS; actives 0.31% (n = 330,000); active = well fitted inhibition curve with a large enough effect; inconclusive = small, poorly fitted or top-dose-only effect; inactive = no such curve, though single readings can be large or run the other way; tested in mouse RAW 264.7 cells; note: potency is the fitted concentration of half-maximal effect; % is set by controls: 0 for no effect and ±100 for the full control effect; nearly all actives have a fitted effect of over 55% in size
Mito fusion act = blocks mitochondrial division or promotes mitochondrial fusion; S. cerevisiae fusion-defective mutant growth rescue, CellTiterGlo 48 h; Potency, µM (titrated, usually from 46.1 µM), for inactives: top-dose growth rescue (activation), hits mostly activators; actives 0.23% (n = 320,000);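 note: potency is the fitted concentration of half-maximal effect; % of control where 0% means no effect; nearly all actives have a fitted effect of over 45% in size; temperature-sensitive fusion mutants such as fzo1-1 at 37 °C on non-fermentable ethanol glycerol medium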
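Luminescent cell viability in 1536-well qHTS format served as the measure of rescued growth in ts fusion-mutant S. cerevisiae cultured on non-fermentable YPEG for 48 hours at 37C.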
BCR signal inh = inhibitors of chronic active B-cell receptor signaling | ABC-DLBCL IkBa-CBG/CBR reporter, luminescence ratio, 4 h | actives 0.05% (n = 340,000) | Potency, µM (highest dose often 46.1 µM), inactives show at the highest dose ratio change, negative = lower green/red ratio, actives largely listed as inhibitors | AID 493014; active = well fitted inhibition curve with a large enough effect in the signal ratio, with a control signal flat, not every such curve was filed as active; inconclusive = small, poorly fitted or top-dose-only effect, or effect the other way, or a change in a side signal; the % refers to the signal ratio;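 note: potency is the fitted concentration of half-maximal effect; plate controls were basal doxycycline-induced cells for no effect and cells given 10 µM MG132 for full effect; MG132 reads +100%, hits lower the ratio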
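Doxycycline induced both beetle luciferases in TMD8 lymphoma cells; IKK-driven degradation limits the IkappaBalpha-fused green signal, while red luminescence normalises for cell number and nonspecific effects. Compounds tested up to 46 uM, 4 hrs.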
TCR activator = activates T cell receptor signaling; AID 504894; 330,000 tested, under 10 active; Potency, µM (doses to about 9.22 µM), without a hit: top-dose activation of IL-2 secretion, hits mostly activators; primary human leukocytes, anti-CD3, IL-2 HTRF, 48 h; note: % of control where 0% means no effect
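1) Mix primary human leukocytes, a-CD3 beads and compound. 2) Incubate 48 hr. 3) Add HTRF IL-2 reagents (a-IL-2-K, a-IL-2-d2).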
B2AR arrestin = agonists driving beta-arrestin recruitment to human beta2-adrenergic receptor | P07550 | beta-arrestin recruitment to beta2AR, cell-based reporter | Potency, µM (top dose mostly 46.1 µM), inactives show at the top dose activation, hits mostly activators | actives 0.02% (n = 330,000) | AID 492947;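 note: potency is the fitted concentration of half-maximal effect; 0% = DMSO controls and full agonism = EC100 isoproterenol or metaproterenol; nearly all actives have a fitted effect of over 65% in size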
Tb PFK inh = blocks T. brucei phosphofructokinase | T. brucei PFK, ADP-Glo luminescence | actives 0.17% (n = 330,000) | Potency, µM (doses to about 57.5 µM), inactives show top-dose activity, negative = inhibition, hits mostly inhibitors;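 note: potency is the fitted concentration of half-maximal effect; 0% = uninhibited 1x PFK enzyme wells and -100% = no-enzyme wells; nearly all actives have a fitted effect of over 60% in size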
Target sequence (O15648 whole entry, looked up): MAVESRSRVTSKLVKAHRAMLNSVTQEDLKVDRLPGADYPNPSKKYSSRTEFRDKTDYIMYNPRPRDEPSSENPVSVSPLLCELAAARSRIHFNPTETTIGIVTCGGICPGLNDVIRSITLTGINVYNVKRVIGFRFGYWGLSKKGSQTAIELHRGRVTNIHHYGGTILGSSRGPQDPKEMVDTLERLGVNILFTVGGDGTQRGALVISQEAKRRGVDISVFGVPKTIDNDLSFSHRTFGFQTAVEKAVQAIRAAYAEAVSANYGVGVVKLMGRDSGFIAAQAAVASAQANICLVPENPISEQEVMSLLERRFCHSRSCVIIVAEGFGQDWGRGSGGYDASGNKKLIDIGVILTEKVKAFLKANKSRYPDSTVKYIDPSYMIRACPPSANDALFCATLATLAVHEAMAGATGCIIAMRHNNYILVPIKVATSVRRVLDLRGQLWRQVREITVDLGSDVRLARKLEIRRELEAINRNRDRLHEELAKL
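Compounds were pin-transferred as a titration series up to 57 uM into substrate buffer (0.5 mM F6P, 0.1 mM ATP, pH 8.0), then 1.25 nM PFK was added and reactions ran 45 min before ADP-Glo detection.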
ELG1 DNA repair = inhibitors of ELG1-dependent DNA repair in HEK293T cells. Potency, µM (series often up to 46.1 µM), for inactives: at the highest dose activity change, negative = inhibition, hits mostly inhibitors. HEK293T ELG1-luciferase reporter, luminescence, 16 h; DNA damage induced by 5-fluorouridine. actives 2.3% (n = 330,000); note: potency is the fitted concentration of half-maximal effect; % is set by controls: 0 for no effect and ±100 for the full control effect; nearly all actives have a fitted effect of over 55% in size
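DMSO vehicle served as the neutral condition. Each well held 2,000 cells given 5-fluorouridine plus compound; after 16 hr at 37 °C/5% CO2, ONE-Glo was added and luciferase measured 30 min later.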
The depositor's hits bear a star; ? = inconclusive; . = no result given; [ ] = remark or other dose. Unless noted, calls come from the whole dose curve; as a rule, active = well fitted curve in the direction sought with a large enough effect; inconclusive = small, poorly fitted or top-dose-only effect, or another doubt; inactive = no such curve, though single readings can be large; an effect the other way counts as inactive or inconclusive.

item | canonical_smiles | Eya2 phos inh | TSHR antag | TSG101-PTAP inh | USP2a block | uPA surface inh | Mito fusion act | BCR signal inh | TCR activator | B2AR arrestin | Tb PFK inh | ELG1 DNA repair
1 | O=C1CN(C(=O)COC(=O)COc2ccccc2)c2ccccc2N1 | 5% | 3 | -4% | 3% | 4% | . | 6% | -7% | 0.2% | 1% | -10%
2 | COc1ccccc1NC(=O)COc1ccc(C(=O)NCc2ccccc2)cc1OC | -14% | -5 | -3% | 4% | 30%[activator] | -6% | 0% | 3% | -0.8% | 3% | 26µM*
3 | Cc1ccc(C2C3C(=O)N(c4ccc(C)cc4)C(=O)C3N3CCCN23)cc1 (configuration not stated) | 3% | 30 | 0% | 0% | 8% | -5% | -5% | 0% | -0.5% | -2% | -14%
4 | Cc1ccc(C(=O)NNC2=NCCC2)cc1 | 27% | 5 | 0% | 4% | 5% | 2% | -2% | 4% | -0.5% | -1% | -1%
5 | CS(=O)(=O)N1CCN(c2c(Cl)cccc2[N+](=O)[O-])CC1 | 6% | 0 | -6% | 0% | 1% | 2% | -22% | 14% | -0.1% | 0% | -5%
6 | N#Cc1ccccc1NC(=O)COC(=O)COc1ccccc1[N+](=O)[O-] | -8% | 3 | -5% | 1% | -2% | -2% | 0% | 0% | 0.4% | -6% | 0%
7 | COc1cc2nc(Cl)nc(N3CCCCC3)c2cc1OC | 1% | -26 | -3% | 5% | 3% | 5% | 2% | . | 0.2% | 3% | ?
8 | CC(C)Oc1ccc(/C(O)=C2/C(=O)C(=O)N(CCN(C)C)C2c2ccco2)cc1 (configuration not stated) | 0% | 4 | -3% | 1% | 4% | -4% | ? | 6% | 0.1% | 0% | ?
9 | O=S(=O)(Nc1nc2ccccc2nc1NCc1ccco1)c1ccccc1 | -42% | 0 | -2% | -1% | -1% | 11% | 6% | 0% | -0.4% | -3% | -13%
10 | O=C(NCC1OCCc2ccccc21)c1ccc(NC(=O)c2cccc(Br)c2)cc1 (configuration not stated) | -1% | 0 | -1% | 2% | -12% | -6% | 13% | -6%[46.1 µM] | -0.6% | 0% | -18%
11 | Cc1ccc(NC(=O)c2oc3ccccc3c2C)c([N+](=O)[O-])c1 | 0% | -8 | -1% | 0% | 5% | 0% | ? | . | 0.2% | 1% | ?
12 | Cc1ccc(NC(=O)CN(C)Cc2nc3c(Br)cc(Br)cc3c(=O)[nH]2)cc1 | 4% | -9 | -3% | 0% | 0% | 1% | 0% | 5% | -0.2% | 1% | -7%
13 | CN1CCN(CCCNC(=S)Nc2ccc(F)c(Cl)c2)CC1 | -9% | 10 | -1% | 6% | -1% | -6% | -7% | -6% | 0.0% | 1% | 0%
14 | COc1ccccc1-c1ccc(/C=C2/C=C(CC(C)C)OC2=O)o1 | 20% | 12 | 3% | 1% | 4% | ? | 0% | 2%[46.1 µM] | -0.3% | -10% | -4%
15 | CCCn1c(C(C)Nc2nc(-c3cccc(Br)c3)cs2)nc2ccccc21 (configuration not stated) | -17% | -1 | -6% | 2% | 6% | -11% | -11% | 0% | 0.3% | 1% | ?
16 | Cn1nccc1NC(=O)Nc1cccc(Br)c1 | 0% | -4 | -5% | 5% | -32% | -6% | 8% | -4% | -0.1% | -19% | 0%
17 | Cc1cc(C(=O)N2CCOCC2)ccc1[N+](=O)[O-] | -10% | 10 | -3% | 0% | -7% | -7% | ? | 10% | 0.3% | 2% | 4%
18 | COc1ccc(NC(=O)CCc2nc3ccccc3[nH]2)cc1 | -12% | 3 | 1% | 0% | 3% | 9% | ? | 6% | -1.1% | -2% | 2%
19 | CN(C)S(=O)(=O)n1cc(/C=C(\NC(=O)c2ccccc2Cl)C(=O)NCCCN2CCOCC2)c2ccccc21 | -5% | -9 | -7% | 2% | -9% | -12% | 3% | 5% | 0.0% | 0% | -17%
20 | Cc1ccc(SCCNCc2ccco2)cc1 | -4% | 31 | -3% | 0% | 17% | -3% | -1% | -1% | -0.4% | 0% | 11%
21 | CCSc1cc(C)nc2ncnn12 | 19% | 20 | -3% | -1% | 2% | -3% | -7% | 1% | -0.1% | 5% | ?
22 | COc1cc(C(=O)Nc2ccc3c(c2)OCO3)ccc1-n1cnnn1 | 5% | -7 | -5% | 5% | . | 1% | 0% | 1% | -0.5% | -4% | 2%
23 | COc1ccc(-n2c(C)c([N+](=O)[O-])c3ccc(O)c(CN(C)C)c32)cc1 | -18% | -1 | -1% | -12% | 11% | 4% | ? | -8% | -0.5% | -14% | 0.92µM*
24 | O=C(NC(=S)Nc1cccc([N+](=O)[O-])c1)c1ccccc1 | -10% | 5 | 0% | 9% | 2% | 1% | ? | 2% | 8.1% | -3% | ?
25 | CN(CCc1ccccn1)C(=O)CC1C(=O)NCCN1Cc1ccccc1C(F)(F)F (configuration not stated) | -7% | 13 | -2% | 6% | 1% | -2% | 5% | 4% | 0.0% | -3% | 9%
26 | O=C(N1CCN(c2ccccc2F)CC1)C12CC3CC(CC(C3)C1)C2 | -1% | -27 | -2% | 2% | 6% | 22% | 4% | -2% | -0.5% | 14% | 26%
27 | O=C(NCC(O)CO)c1csc(Nc2cccc3ccccc23)n1 (configuration not stated) | -18% | -2 | -6% | -2% | -11% | 1% | -22% | . | -1.3% | 1% | 13%
28 | O=C(NC1CCCc2c1cnn2-c1ccc(F)cc1F)c1csnn1 (configuration not stated) | -7% | -3 | -1% | 1% | -4% | -1% | 1% | -6% | 0.0% | 0% | 7%
29 | Cc1ccc(S(=O)(=O)Oc2ccc3c(c2)O/C(=C\c2cccnc2)C3=O)cc1 | 12% | -4 | -3% | 1% | . | -2% | -8% | 0% | -0.3% | 2% | -7%
30 | Cn1cnnc1SCC(=O)Nc1ccc(N2CCCCC2)cc1 | 4% | -32 | 0% | 4% | -25% | -7% | -2% | 0% | 0.1% | 20% | ?
31 | N#Cc1cc2c(nc1SCC(=O)Nc1nccs1)CCCCC2 | 2% | -12 | 3% | 3% | . | 13% | ? | -9% | -0.4% | -7% | ?
32 | N#Cc1nc(COc2cccc(Cl)c2)oc1NCCN1CCOCC1 | -7% | -4 | -2% | 0% | 2% | -2% | -18% | -8% | -0.8% | 0% | 1%
33 | CCCN1CCC(=O)N([C@H](CSc2ccc(OC)cc2)Cc2ccccc2)CC1 | -7% | 5 | 3% | 3% | ? | -45%[inhibitor] | -9% | 1% | -0.2% | 1% | -1%
34 | CCCn1nc(C(=O)Nc2ccc3nc(C)sc3c2)c2ccccc2c1=O | 0% | -8 | -3% | 1% | 11% | 15% | 3% | -6%[46.1 µM] | -1.9% | 2% | ?
35 | O=C(NC1CCCC1)C(c1ccncc1)N(C(=O)c1ccco1)c1ccc(Cl)cc1 (configuration not stated) | 3% | -2 | 2% | 4% | 5% | -1% | -3% | 0% | 0.1% | 6% | 10%
36 | Cc1ccc(C(=O)O/N=C/c2c(C(F)(F)F)nn(C)c2Sc2ccc(Cl)cc2)cc1 | 2% | -5 | -2% | ? | 2% | 0% | ? | 4% | 7.3% | 4% | ?
37 | CN(Cc1ccccc1F)Cc1cc(=O)oc2cc(O)c(Cl)cc12 | 17% | 0 | -16% | 1% | 0% | 18% | ? | -4% | -0.2% | 6% | 9%
38 | CC(C)=CCN1CCN(Cc2nc(-c3ccc(F)cc3)cs2)CC1CCO (configuration not stated) | 22% | -2 | -6% | 11% | 0% | -6% | 0% | 0% | -0.8% | 1% | -16%
39 | COc1cccc(N2C(=O)CC(N3CCc4ccccc4C3)C2=O)c1 (configuration not stated) | -2% | 2 | -7% | 1% | -1% | -10% | -6% | -3% | -0.2% | 1% | 0%
40 | CC(C)n1cnc2c(oc3ccccc32)c1=O | -29% | 6 | -2% | -1% | -9% | -2% | 0% | 2% | -0.1% | 1% | ?
41 | O=C(c1cn(CC(=O)N2CCCC2)c2ccccc12)C1CCCCC1 | 22% | -12 | -3% | 0% | -1% | 4% | -4% | -4% | -0.5% | 0% | 13%
42 | CC1CCN(C(=O)N2c3ccccc3Sc3ccccc32)CC1 | -23% | -15 | -3% | -1% | 6% | 16% | ? | 5% | -0.2% | -6% | -9%
